# PAFAH1B2 FP inh: PAFAH1B2 enzyme inhibitors, primary screen, biochemical, fluorescence polarization, human | Platelet-activating factor acetylhydrolase IB subunit alpha2 (Homo sapiens), P68402 | inhibition, % at 3.39 µM | AID 492953, 2010 | recombinant PAFAH1B2, FP-rhodamine activity probe | 1.2% of 340,000 active;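 active = inhibition above the mean of all tested compounds plus 3 SD, cut at about 24% in these data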;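 note: 0% = enzyme with DMSO and 100% = wells lacking PAFAH1B2; many of its hits are not listed in these tables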
# PAFAH1B3 inh: PAFAH1B3 enzyme inhibitors, primary screen, biochemical, fluorescence polarization, human. recombinant PAFAH1B3, FP-rhodamine probe. inhibition, % at 3.39 µM. 0.28% of 340,000 active. AID 492972, 2010;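 active = inhibition above the screen-wide average of all tested compounds plus 3 SD, cut at about 25% in these data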;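 note: 0% = enzyme with DMSO only and 100% = wells lacking PAFAH1B3 protein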
# PME-1 primary: PME-1 inhibitors via competitive probe labeling, primary screen, biochemical, fluorescence polarization, FP-Rh probe, HTS; inhibition, % at 5.9 µM; recombinant PME-1; Protein phosphatase methylesterase 1 (Homo sapiens), Q9Y570; 0.53% of 320,000 active;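 active = inhibition above the campaign mean of all compounds plus 3 SD, cut at about 26% in these data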;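 note: competitive labeling of PME-1 active site by serine hydrolase directed probe; 0% = PME-1 with DMSO and 100% = wells lacking PME-1 enzyme; inhibitors block probe labeling so polarization falls and inhibition rises; many of its hits are not listed in these tables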
# Target sequence (Q9Y570 whole entry, looked up): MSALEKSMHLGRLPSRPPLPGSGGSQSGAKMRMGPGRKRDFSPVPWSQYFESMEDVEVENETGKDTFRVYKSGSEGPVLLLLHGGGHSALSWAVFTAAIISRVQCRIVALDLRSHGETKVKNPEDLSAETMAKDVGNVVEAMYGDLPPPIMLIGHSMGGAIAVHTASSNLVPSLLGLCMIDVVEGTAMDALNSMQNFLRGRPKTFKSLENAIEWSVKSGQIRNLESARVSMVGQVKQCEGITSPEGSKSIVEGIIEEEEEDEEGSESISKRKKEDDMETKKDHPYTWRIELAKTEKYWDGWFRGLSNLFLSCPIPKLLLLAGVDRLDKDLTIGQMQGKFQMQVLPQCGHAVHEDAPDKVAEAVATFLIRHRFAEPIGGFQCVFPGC
# PAD4 FP inh: human PAD4 inhibitors, primary screen, biochemical, fluorescence polarization, 1536-well format. Protein-arginine deiminase type-4 (Homo sapiens), Q9UM07. recombinant PAD4, RCA probe fluorescence polarization. inhibition, % at 6.36 µM. 0.41% of 330,000 active. AID 485272, 2010;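 active = percent inhibition above a cutoff equal to the mean of all tested compounds plus 3 SD, cut at about 15% in these data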;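 note: 0% = PAD4 with RCA probe and DMSO and 100% = probe without PAD4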
# LYPLA1 inh: LYPLA1 inhibitors, primary screen, counter-screen for PME1 inhibitor project, biochemical, fluorescence polarization, FP-Rh probe ABPP; inhibition, % at 5.9 µM; recombinant LYPLA1; 0.16% of 320,000 active;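 active = inhibition above the mean of all tested compounds plus 3 SD, set per campaign, cut at about 14% in these data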;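 note: inhibitors block serine hydrolase probe labeling of LYPLA1 so polarization falls; 0% = enzyme with DMSO and 100% = wells lacking LYPLA1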
# Target sequence (O75608 whole entry, looked up): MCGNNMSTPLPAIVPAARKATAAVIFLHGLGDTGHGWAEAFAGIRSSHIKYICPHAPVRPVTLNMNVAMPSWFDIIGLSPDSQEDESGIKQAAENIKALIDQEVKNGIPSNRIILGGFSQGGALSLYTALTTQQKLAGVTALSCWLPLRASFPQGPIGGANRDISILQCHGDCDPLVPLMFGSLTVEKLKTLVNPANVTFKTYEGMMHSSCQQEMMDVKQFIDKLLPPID
# GSTO1 inh: inhibitors of recombinant GSTO1, primary screen, counter-screen for RBBP9 inhibitor project, biochemical, fluorescence polarization. inhibition, % at 5.96 µM. activity-based probe fluorescence polarization. 1.1% of 300,000 active. Glutathione S-transferase omega-1 (Homo sapiens), P78417;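 active = inhibition above the campaign mean inhibition plus 3 SD, cut at about 35% in these data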;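 note: 0% = GSTO1-1 with DMSO and 100% = wells lacking GSTO1-1 enzyme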
# PREPL inhibitor: PREPL enzyme inhibitors, primary screen, biochemical, fluorescence polarization. inhibition, % at 5.96 µM. recombinant PREPL, fluorescence polarization activity-based probe. 0.68% of 320,000 active. AID 2751, 2010. Prolyl endopeptidase-like (Homo sapiens), Q4J6C6; in the data active = inhibition above about 43%;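 note: 0% = enzyme with DMSO and 100% = wells lacking enzyme; many of its hits are not listed in these tables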
# pPAFAH FP inh: pPAFAH enzyme inhibitors, primary screen, biochemical, fluorescence polarization, human; Platelet-activating factor acetylhydrolase (Homo sapiens), Q13093; AID 463082, 2010; 1.5% of 330,000 active; recombinant pPAFAH, FP-rhodamine probe fluorescence polarization; inhibition, % at 3.39 µM;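 active = inhibition above the mean inhibition across the screen plus 3 SD, cut at about 25% in these data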;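 note: inhibitors block binding of the rhodamine activity-based probe so polarization drops; 0% = enzyme with DMSO and 100% = wells lacking pPAFAH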
# LYPLA2 inh: LYPLA2 inhibitors, primary screen, counter-screen for PME1 inhibitor project, biochemical, fluorescence polarization, FP-Rh probe ABPP | 0.38% of 320,000 active | inhibition, % at 5.9 µM | AID 2177, 2009 | Acyl-protein thioesterase 2 (Homo sapiens), O95372 | recombinant LYPLA2;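 active = inhibition above the screen-wide mean plus 3 SD, limit set per campaign, cut at about 26% in these data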;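 note: 0% = LYPLA2 with DMSO and 100% = wells lacking LYPLA2 enzyme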
# Target sequence (O95372 whole entry, looked up): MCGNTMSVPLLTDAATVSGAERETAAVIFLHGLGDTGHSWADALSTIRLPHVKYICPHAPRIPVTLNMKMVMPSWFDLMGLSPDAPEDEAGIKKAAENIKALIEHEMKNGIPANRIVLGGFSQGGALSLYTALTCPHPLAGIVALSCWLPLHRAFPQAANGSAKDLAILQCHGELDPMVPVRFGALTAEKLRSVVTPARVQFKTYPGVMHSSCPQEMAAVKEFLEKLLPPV
# * hit, by the source's call; / = not tested or not shown.
cpd	SMILES	PAFAH1B2 FP inh	PAFAH1B3 inh	PME-1 primary	PAD4 FP inh	LYPLA1 inh	GSTO1 inh	PREPL inhibitor	pPAFAH FP inh	LYPLA2 inh
1	CCc1cc(=O)oc2cc(C)cc(OCC(=O)NC(Cc3c[nH]c4ccc(O)cc34)C(=O)O)c12 (configuration not stated)	-2	-1	1	0	-1	-5	3	12	0
2	Cc1ccc(OCC(=O)NC2CCCc3ccccc32)c(C)c1 (configuration not stated)	0	6	6	-2	4	5	-19	2	4
3	COc1ccc(CC(CC(=O)O)C(=O)NCc2ccccc2)cc1 (configuration not stated)	5	7	3	0	2	-5	14	-2	4
4	CCCCn1c(=O)[nH]c(=O)c2c1nc(-c1ccc(OC(F)F)c(OC)c1)n2C	3	0	-2	-3	-2	0	0	-1	-1
5	Cc1nccn1CC(=O)N/N=C/c1cc(Br)cs1	0	0	7	2	1	-5	7	1	-2
6	CC(=O)NCCOc1cccc2ccccc12	5	6	5	4	-4	7	2	1	6
7	C=CCn1c(SCC(=O)NC2CCCC2)nc2c([nH]c3ccccc32)c1=O	-3	9	4	-2	3	1	9	0	-1
8	CCn1c(SCC(=O)Nc2ccc(OC)c(OC)c2)nnc1-c1ccco1	-5	-2	6	1	-1	5	6	0	-4
9	O=S(=O)(c1ccc(F)cc1)N1CCN(C(=S)NCC2CCCO2)CC1 (configuration not stated)	2	0	-7	-2	-1	6	3	-5	-1
10	O=C(c1cc(S(=O)(=O)N2CCOCC2)c(Cl)cc1Cl)N1CCCCC1CO (configuration not stated)	0	0	-6	-1	-1	11	-6	47*	-1
11	CC1CCCN(C(=O)Cn2cnc3c2c(=O)n(C)c(=O)n3C)C1 (configuration not stated)	-2	9	1	-4	2	-1	20	-1	-2
12	O=C(Cc1ccc2ccccc2c1)Nc1ccccc1Br	-4	11	-4	-4	-1	7	8	4	0
13	Cc1ccc(SCC(=O)NCc2ccncc2)cc1	8	8	-4	3	0	3	4	5	1
14	CCc1ccc(-c2cc3c(=O)n(CC(=O)NCCCN4CCN(C)CC4)ncn3n2)cc1	5	-4	1	6	-4	-2	-21	1	0
15	CCCNC(=O)COc1coc(CN2CCN(c3cccc(Cl)c3)CC2)cc1=O	-2	-6	0	-3	-5	6	21	5	2
16	CN(C)CCCNS(=O)(=O)c1ccc(-n2nnc3ccccc32)c([N+](=O)[O-])c1	7	-6	-5	1	-3	10	7	6	-1
17	CC(OC(=O)CNC(=O)COc1ccccc1)C(=O)N(C)Cc1ccccc1 (configuration not stated)	5	-1	-1	0	1	-1	5	3	2
18	CCc1[nH]nc(C(=O)N2CCCC(CO)(Cc3ccc(F)cc3F)C2)c1C (configuration not stated)	2	4	7	-3	0	1	6	8	3
19	Cn1cnnc1SCC(=O)NNC(=O)COc1ccc(Cl)cc1	3	8	0	-5	3	-9	0	0	-2
20	COc1ccc(CNC(=O)C[C@H]2C[C@H](C(=O)N3CCOCC3)[C@@]3(CCC4CCCC4)c4[nH]c5cc(-c6ccco6)ccc5c4CCN3C2=O)cc1OC	1	8	/	-4	/	/	/	11	/
21	COC(=O)Cn1c(=NC(=O)c2ccc(Cl)s2)sc2cc(C)ccc21	3	0	2	1	0	1	2	4	3
22	Cc1occc(=O)c1O	-2	-4	-5	0	0	4	21	2	1
23	CCOC(=O)C1CCN(C(=O)CNC(=O)c2nn(-c3ccc(OC)cc3OC)c(=O)c3ccccc23)CC1	3	-1	3	-6	-2	4	1	0	1
24	CC1(C)CC(=O)C2=C(C1)N(Cc1ccco1)C(=O)C2(NC(=O)c1cccnc1)C(F)(F)F (configuration not stated)	5	6	-6	-2	-1	10	7	4	6
25	Cc1ccccc1OCc1nc(C#N)c(N2CCCC2)o1	0	7	-3	-6	-3	-2	6	13	3
26	O=c1oc2cc(Oc3ccc(C(F)(F)F)cc3[N+](=O)[O-])ccc2c2c1CCC2	5	0	7	2	-5	11	19	6	3
27	COc1cc(NC(=S)N2CCCC(C)C2)cc(OC)c1OC (configuration not stated)	0	4	4	0	3	1	3	5	4
28	COCCn1c(-c2ccc(OC)cc2)nc2oc3cc(OC)ccc3c(=O)c2c1=O	0	5	-9	-14	-6	2	2	-9	-9
29	O=C(N/C(=C\c1ccco1)C(=O)N1CCCC1)c1ccccc1	-1	-5	-5	0	1	2	-3	11	-5
30	Cc1ccc(NC(=O)CN(C)C(=O)c2ccc(NC(=O)CC3SC(N4CCCC4)=NC3=O)cc2)cc1 (configuration not stated)	1	2	2	2	2	9	0	4	3
31	COc1ccc(C(=O)ON=C2c3ccccc3-c3ccccc32)cc1OC	3	3	-5	-4	-6	5	3	2	0
32	COc1cc(/C=C2\SC(=S)N(NS(=O)(=O)c3ccc(C)cc3)C2=O)cc(OC)c1OC	9	6	-7	-2	0	7	-8	15	-3
33	COc1ccc(CC(=O)NC(CC(=O)O)c2cccc([N+](=O)[O-])c2)cc1 (configuration not stated)	8	9	0	2	-1	2	16	4	-3
34	COc1c[nH]n(C2CCCCC2)c(=O)c1=O	3	6	0	0	1	12	1	5	5
35	Oc1ccc(/C=N/N(Cc2ccccc2)c2ccccc2)cc1	5	3	7	3	0	7	22	18	3
36	CCCN(C(=O)c1ccc([N+](=O)[O-])c(C)c1)c1c(N)n(Cc2ccccc2)c(=O)[nH]c1=O	3	11	0	3	5	/	21	0	2
37	Cc1n[nH]c(C)c1Sc1ccccc1N=Cc1cc(Cl)cc([N+](=O)[O-])c1O	1	-1	-138	1	4	-5	-3	15	8
38	CSc1nc2ccc(NC(=O)c3ccccn3)cc2s1	4	1	-12	2	-7	-5	-18	1	-2
39	c1ccc(CNc2c(-c3cccc(SC4CCCCC4)c3)nc3ccccn23)cc1	7	3	/	1	/	/	9	14	/
40	CCOC(=O)NC(=O)CSc1nnc(C2CC2)n1Cc1ccco1	2	6	-3	3	1	-3	5	2	2
41	CCOc1ccc2oc(C(=O)N3CCN(Cc4ccccc4)CC3)c(C)c2c1	-5	-2	1	-4	-5	-4	-5	10	2
42	O=C(Cc1cccs1)N(Cc1cccs1)C1(C(=O)NC2CCCC2)CCCCC1	18	11	1	3	-3	-4	9	3	0
43	Cc1ccc(OCC(=O)N/N=C\c2ccco2)c(C)c1	2	5	1	0	-1	0	9	7	0
44	CCc1noc(C)c1C(=O)Nc1nc(-c2ccc(Cl)cc2Cl)cs1	-2	11	-9	-3	-5	2	7	8	-4
45	O=C(N/N=C/c1ccc(-c2ccc(Br)cc2)o1)c1ccc2c(c1)OCO2	-3	9	-11	-3	-1	5	-2	-3	3
46	C=CCc1cccc(CNc2c(C)cc(C)cc2C)c1O	4	7	3	-1	-1	6	14	-1	3
47	CC1CC(C)CN(CCCNC(=O)c2ccc3c(c2)N(Cc2ccccc2)C(=O)c2ccccc2S3=O)C1 (configuration not stated)	-1	-2	0	-4	4	-9	10	-5	6
48	O=C(CCC1N=C2c3ccccc3N=C(SCC(=O)NCc3ccco3)N2C1=O)NCc1ccco1 (configuration not stated)	0	6	-2	3	0	7	-1	3	-5

# Ten of the compounds above, in transposed form:
36	CCCN(C(=O)c1ccc([N+](=O)[O-])c(C)c1)c1c(N)n(Cc2ccccc2)c(=O)[nH]c1=O
37	Cc1n[nH]c(C)c1Sc1ccccc1N=Cc1cc(Cl)cc([N+](=O)[O-])c1O
38	CSc1nc2ccc(NC(=O)c3ccccn3)cc2s1
39	c1ccc(CNc2c(-c3cccc(SC4CCCCC4)c3)nc3ccccn23)cc1
40	CCOC(=O)NC(=O)CSc1nnc(C2CC2)n1Cc1ccco1
41	CCOc1ccc2oc(C(=O)N3CCN(Cc4ccccc4)CC3)c(C)c2c1
42	O=C(Cc1cccs1)N(Cc1cccs1)C1(C(=O)NC2CCCC2)CCCCC1

Assay by compound | 36 | 37 | 38 | 39 | 40 | 41 | 42
PAFAH1B2 FP inh | 3 | 1 | 4 | 7 | 2 | -5 | 18
PAFAH1B3 inh | 11 | -1 | 1 | 3 | 6 | -2 | 11
PME-1 primary | 0 | -138 | -12 | / | -3 | 1 | 1
PAD4 FP inh | 3 | 1 | 2 | 1 | 3 | -4 | 3
LYPLA1 inh | 5 | 4 | -7 | / | 1 | -5 | -3
GSTO1 inh | / | -5 | -5 | / | -3 | -4 | -4
PREPL inhibitor | 21 | -3 | -18 | 9 | 5 | -5 | 9
pPAFAH FP inh | 0 | 15 | 1 | 14 | 2 | 10 | 3
LYPLA2 inh | 2 | 8 | -2 | / | 2 | 2 | 0

43	Cc1ccc(OCC(=O)N/N=C\c2ccco2)c(C)c1
44	CCc1noc(C)c1C(=O)Nc1nc(-c2ccc(Cl)cc2Cl)cs1
45	O=C(N/N=C/c1ccc(-c2ccc(Br)cc2)o1)c1ccc2c(c1)OCO2

Assay by compound | 43 | 44 | 45
PAFAH1B2 FP inh | 2 | -2 | -3
PAFAH1B3 inh | 5 | 11 | 9
PME-1 primary | 1 | -9 | -11
PAD4 FP inh | 0 | -3 | -3
LYPLA1 inh | -1 | -5 | -1
GSTO1 inh | 0 | 2 | 5
PREPL inhibitor | 9 | 7 | -2
pPAFAH FP inh | 7 | 8 | -3
LYPLA2 inh | 0 | -4 | 3

# The list goes on:
cpd	SMILES	PAFAH1B2 FP inh	PAFAH1B3 inh	PME-1 primary	PAD4 FP inh	LYPLA1 inh	GSTO1 inh	PREPL inhibitor	pPAFAH FP inh	LYPLA2 inh
49	COC(OC)c1ccc(C#N)c(=O)[nH]1	8	0	-4	-6	-2	-4	8	-3	0
50	Cc1ccnc(SCC(=O)Nc2c(C)n(C)n(-c3ccccc3)c2=O)n1	5	7	1	0	4	-2	8	-3	7
51	CC(Sc1nnc(-c2cccnc2)n1N)C(=O)N1CCOCC1 (configuration not stated)	3	3	-1	-3	-3	7	-4	6	0
52	CCN(C1CCCCC1)S(=O)(=O)c1ccc(S(=O)(=O)NCc2ccncc2)cc1	15	-2	3	-1	3	6	19	0	4
53	COc1ccc(N2CCN(c3ncnc4c3[nH]c3ccccc34)CC2)cc1	-1	3	32*	-1	5	1	52*	17	10
54	O=C(CSc1ccc(-c2cccs2)nn1)N1CCCCC1	-2	3	5	2	-2	-6	6	3	0
55	COc1ccc(-c2cc(C)no2)cc1S(=O)(=O)N(C)c1cccc(C)c1	-2	3	-4	-11	-4	4	1	-8	-11
56	COc1ccc(C)cc1S(=O)(=O)Nc1cccc(-c2ccc(N3CCCCCC3)nn2)c1	-1	-5	-13	-1	-9	-3	-1	8	-21
57	O=C(/C=C/c1ccco1)Nc1ccccc1C(=O)O	/	/	-4	-5	-1	-1	13	7	3
58	CNc1ccc(/C=C/C(=O)c2ccc(C)cc2)cc1[N+](=O)[O-]	5	6	3	1	2	7	29	6	3

# This is a subset; the hit share may differ from the screen's.
